Screening results as filed in PubChem.
HTR5A ag ctr: HTR5A agonists in luminescence cell assay, primary screen, counter-screen for OPRM1-OPRD1 heterodimer agonist project, full-deck HTS; 5-hydroxytryptamine receptor 5A (Homo sapiens), P47898; cell-based; activation, % at 9.3 µM; actives 0.61% (n = 340,000); in the data active = activation mostly above about 9.5%, no sharp cut-off; inactive = mostly below about 7.6%;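 also: 0% = cells with vehicle only and 100% = reference agonist; strong numbers were not always called active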
Target sequence (P47898 whole entry, looked up): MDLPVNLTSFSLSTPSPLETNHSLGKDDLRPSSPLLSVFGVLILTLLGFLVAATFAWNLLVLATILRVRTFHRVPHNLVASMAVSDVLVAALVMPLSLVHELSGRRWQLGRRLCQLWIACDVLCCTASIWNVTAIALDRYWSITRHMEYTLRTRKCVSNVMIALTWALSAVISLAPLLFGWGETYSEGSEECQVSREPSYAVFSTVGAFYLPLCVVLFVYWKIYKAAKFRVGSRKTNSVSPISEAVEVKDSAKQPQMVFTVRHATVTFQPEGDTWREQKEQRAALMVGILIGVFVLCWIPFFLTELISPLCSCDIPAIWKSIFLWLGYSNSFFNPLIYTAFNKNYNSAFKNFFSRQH
dFosB activator: activators of delta FosB homodimer, primary screen, biochemical, fluorescence polarization, TAMRA-CDK5 oligo, single point; activation, % at 25 µM; purified delta FosB; percent of positive-control signal above neutral wells; AID 493131, 2011; actives 0.99% (n = 340,000);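 active = mean activation above about 17%, with every replicate also reaching it, limit read from the data, passing the limit was not always enough; inconclusive = only one of the two conditions met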;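 also: fluorescence polarization rise as delta FosB binds a TAMRA Cdk5 AP-1 oligo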
Target sequence (P13346 whole entry, looked up): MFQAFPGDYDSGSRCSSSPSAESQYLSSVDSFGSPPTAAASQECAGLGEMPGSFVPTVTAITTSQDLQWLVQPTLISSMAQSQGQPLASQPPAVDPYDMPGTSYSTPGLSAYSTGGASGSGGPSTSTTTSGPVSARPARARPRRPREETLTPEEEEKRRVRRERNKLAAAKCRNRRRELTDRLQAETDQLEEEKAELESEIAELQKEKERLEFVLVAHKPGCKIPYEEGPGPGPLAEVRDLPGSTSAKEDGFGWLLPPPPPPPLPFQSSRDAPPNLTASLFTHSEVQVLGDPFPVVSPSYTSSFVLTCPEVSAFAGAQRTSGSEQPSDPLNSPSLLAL
MITF act: activators of MITF-driven TRPM1 promoter reporter, primary screen, cell-based, SK-MEL-5, luciferase, single point. SK-MEL-5 TRPM1-promoter luciferase, 24 h; % of positive control, neutral wells = 0. activation, % at 12.5 µM. actives 0.75% (n = 300,000);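 active = mean activation of at least 80% with every replicate also reaching 80%; inconclusive = mean reaches 80% but some replicate falls short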;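 also: 0% = neutral control wells and 100% = parthenolide positive control wells; values of inactives mirror those of a sister screen read the other way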
SR-BI HDL uptake: inhibitors of SR-BI mediated HDL lipid uptake, primary screen, ldlA[mSR-BI] cells, fluorescence, single point; AID 488896, 2010; Scavenger receptor class B member 1 (Mus musculus), Q61009; ldlA[mSR-BI] CHO cells, DiI-HDL uptake fluorescence, 3 h; actives 0.96% (n = 320,000); inhibition, % at 12.5 µM;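 active = mean replicate inhibition of at least 70% and a set share of replicates each scoring 70 or more; inconclusive = meets just one of the two criteria; inactive = fails both criteria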;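 also: 0% = median of neutral control wells and 100% = median of positive control wells; values of inactives mirror those of a sister screen read the other way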
Rtt109 HAT inh: inhibitors of C. albicans Rtt109/Vps75 HAT, primary screen, biochemical, ThioGlo CoA-SH fluorescence, plate reader | purified Rtt109/Vps75, 4 h | actives 0.16% (n = 330,000) | inhibition, % at 34.9 µM | Histone acetyltransferase RTT109 (Candida albicans (strain SC5314 / ATCC MYA-2876)), …;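 active = inhibition of at least 50% in every replicate; inconclusive = best replicate reaches 50% inhibition but some replicates fall short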
Target sequence (Q5AAJ8 whole entry, looked up): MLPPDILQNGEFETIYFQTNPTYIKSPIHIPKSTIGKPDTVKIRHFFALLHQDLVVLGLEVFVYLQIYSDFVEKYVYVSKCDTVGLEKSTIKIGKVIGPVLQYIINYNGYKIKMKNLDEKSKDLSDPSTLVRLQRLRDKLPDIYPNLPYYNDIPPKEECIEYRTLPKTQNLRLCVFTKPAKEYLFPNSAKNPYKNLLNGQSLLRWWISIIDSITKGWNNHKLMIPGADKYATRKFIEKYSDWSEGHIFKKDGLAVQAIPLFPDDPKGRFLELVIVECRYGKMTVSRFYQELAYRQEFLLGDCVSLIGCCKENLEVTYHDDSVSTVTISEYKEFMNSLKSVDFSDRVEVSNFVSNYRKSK
SR-BI DiI-HDL act: activators of SR-BI mediated DiI-HDL uptake, primary screen, ldlA[mSR-BI] CHO cells, DiI fluorescence; 3 h; 100 = double the neutral-control signal; activation, % at 12.5 µM; actives 0.096% (n = 320,000); AID 504775, 2011;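 active = mean replicate activation of at least 60% and every replicate at or above 60%; inconclusive = mean or all-replicate condition met, but not both; inactive = mean below 60% and not all replicates reaching 60%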;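 also: 0% = median plate neutral-control signal and 100% = twice that signal; values of inactives mirror those of a sister screen read the other way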
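Material: SR-BI-overexpressing, LDLR-lacking CHO cells | Dosing: Single compound concentration, delivered by pin transfer | Probe or stimulus: Labelled HDL, 10 µg/mL | Signal: Bottom-read cell fluorescence after medium removal, ex 550/em 595 nm | Schedule: 3 h, 37 °C | Evaluation: HDL uptake via cellular fluorescence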
RTF Ca sens act: cardiac RTF calcium sensitivity activators, primary screen, biochemical, IANBD-TnC fluorescence, EC20 calcium. activation, % at 7.2 µM. Troponin I, cardiac muscle (Homo sapiens) + Troponin T, cardiac muscle (Homo sapiens) + …. IANBD-labeled TnC RTF fluorescence at EC20 calcium; 0% EC20 calcium, 100% full calcium. AID 493008, 2010. actives 0.24% (n = 340,000);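 active = activation above the mean over all tested compounds plus 3 SD, cut at about 30% in these data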;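 also: rise in fluorescence read as greater calcium sensitivity of cardiac thin filaments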
Wnt act: Wnt/beta-catenin pathway activators, primary screen, cell-based, plate reader, single point. actives 1.2% (n = 300,000). activation, % at 9.35 µM. AID 743398, 2014. Wnt/beta-catenin reporter cell assay, activator; in the data active = activation above about 30%, passing the limit was not always enough; inconclusive = no clear call, values can overlap the other calls;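 also: 0% = neutral control wells and 100% = positive control wells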
PvdQ inh: P. aeruginosa PvdQ acylase inhibitors, primary screen, biochemical, fluorescence, plate reader and imaging, single point. PvdQ acylase [Pseudomonas aeruginosa LESB58]. purified PvdQ acylase. inhibition, % at 10 µM. actives 0.063% (n = 340,000). AID 488965, 2010; in the data active = inhibition above about 30%, passing the limit was not always enough; inconclusive = no clear call, values can overlap the other calls;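 also: 0% = vehicle neutral wells and 100% = reference inhibitor wells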
CDK5 inh: inhibitors of human CDK5/p35 kinase, primary screen, biochemical, single concentration. Cyclin-dependent kinase 5 (Homo sapiens) + Cyclin-dependent kinase 5 activator 1 (Homo …. Recombinant CDK5/p35, ADP-Glo luminescence, 60 min. inhibition, % at 10 µM. actives 0.01% (n = 330,000). AID 488839, 2010;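 active = highest replicate inhibition of at least 50% and at least 75% of replicates reaching 50%; inconclusive = only one of the two criteria met; inactive = both criteria failed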;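 also: plate controls were DMSO neutral control for no effect and GW8510 at 10 µM for full effect; many of its hits are not listed in these tables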
Starred values were filed as active, the others as inactive; ? = inconclusive; / = no result given.

Below each compound: HTR5A ag ctr	dFosB activator	MITF act	SR-BI HDL uptake	Rtt109 HAT inh	SR-BI DiI-HDL act	RTF Ca sens act	Wnt act	PvdQ inh	CDK5 inh
- CCCCC(=O)Nc1ccc(NC(=O)c2cccnc2)cn1
  5	-2	-8	-17	4	17	3	-6	-14	-1.7
- CCOC(=O)c1csc(CCNC(=O)c2oc3c(Cl)cc(C)cc3c2C)n1
  2	-25	15	-8	0	8	-4	1	-5	1.3
- Cc1nc(-c2ccc(Cl)cc2)sc1C1(C)CC(c2cccc([N+](=O)[O-])c2)=NO1 (stereo unspecified)
  -2	2	50	9	-12	-9	-2	13	-11	0.9
- COc1ncnc2sc(-c3ccccc3)cc12
  2	-29	74	-32	-18	32	-5	/	7	2.6
- CC(=O)Nc1ccc(S(=O)(=O)N2CCCN(S(=O)(=O)c3ccc(C)cc3)CC2)cc1
  -1	3	3	0	3	0	1	/	5	-1.2
- NC(=O)[C@@H]1CCCNc2c(I)cc([N+](=O)[O-])cc2C(=O)N[C@@H](Cc2ccccc2)C(=O)N[C@@H](Cc2cnc[nH]2)C(=O)N1
  8	2	0	-15	-2	15	-6	2	6	0.9
- COc1cccc(CC2(CO)CCCN(Cc3cn[nH]c3-c3ccc(F)cc3)C2)c1 (stereo unspecified)
  -7	0	8	-3	/	3	-2	-4	-15	-2.1
- COC(=O)N/N=C/c1cn(CCCOc2ccc(C)cc2)c2ccccc12
  2	-9	33	50	2	-50	-18	23	-6	0.6
- CC(=O)Nc1ccc(C(=O)NN2C(=O)NC3(CCCCC3)C2=O)cc1
  -5	-9	0	-9	7	9	1	-2	-4	0.6
- O=C(N/N=C/c1coc2ccccc2c1=O)c1cc(Br)c(O)c(Br)c1
  -1	-7	11	-26	0	26	-1	-1	-11	1.8
- Cc1ccc(-c2csc(Nc3ccccn3)n2)cc1
  8	-13	-10	7	-10	-7	4	2	-13	2.5
- Cc1ccccc1C(=O)NCC(=O)O
  3	0	6	-2	-7	2	3	-3	-16	1.1
- CC(=O)Nc1cccc(NC(=O)c2sc3ncn(CC(=O)N4CCCCC4)c(=O)c3c2C)c1
  6	-8	-1	32	9	-32	-2	/	6	1.1
- CN(C)Cc1ccccc1Cc1ccccc1
  4	5	7	-3	3	3	-1	/	9	-1.0
- COc1ccc(N2CCN(Cc3cc4c(cc3Br)OCCO4)CC2)cc1
  -6	-8	-15	-1	6	1	-1	0	-16	1.3
- COc1cc(C2C(C#N)=C(N)N(Nc3ccccc3)C3=C2C(=O)CC(C)(C)C3)ccc1OCc1cccc(F)c1 (stereo unspecified)
  -2	3	-11	27	6	-27	6	/	-15	-1.8
- O=C(O)c1cccc2c1C(=O)N(CC1CCCO1)C2 (stereo unspecified)
  1	3	2	-44	/	44	-1	0	2	-1.0
- CCc1cccc2c(C=C(C#N)C#N)cn(CC(=O)N3CCCCCC3)c12
  -3	-1	1	29	4	-29	5	-2	2	-1.4
- CC(=O)c1ccc(NC(=O)c2ccc(CNc3c(N4CCCC4)c(=O)c3=O)cc2)cc1
  12	?	7	-7	-1	7	-3	-3	-12	-0.9
- Cc1ccc(NC(=O)c2oc3ccc(Br)cc3c2C)cc1S(=O)(=O)N1CCOCC1
  3	-8	2	68	-10	-68	0	-4	-15	4.9
- COc1ccccc1CNC(=O)COC(=O)Cc1cccs1
  -1	7	6	-29	6	29	-2	-1	6	0.4
- N=c1n(CCN2CCCCC2)c2ccccc2n1CC(O)c1ccco1 (stereo unspecified)
  /	0	/	-15	-10	15	6	-8	-19	0.3
- COc1ccc(OCC(O)CNC(=O)c2ccccc2C(=O)O)cc1 (stereo unspecified)
  -2	2	3	-24	-4	24	1	0	-6	-0.2
- Cc1cc(/C=N/NC(=O)c2cccc([N+](=O)[O-])c2)c(C)n1-c1ccccc1
  0	-1	18	80*	4	-80	0	/	-5	-0.4
- Cc1nn2c(SCC(=O)c3cccs3)cc(C(C)(C)C)nc2c1-c1ccccc1
  0	-17	9	17	22	-17	-2	2	6	-2.2
- Cc1ccc(C2=NS(=O)(=O)N(C)C(C(=O)NCc3ccccn3)=C2)cc1
  2	7	-1	-19	4	19	5	-1	-14	0.2
- CCOc1cc(N2CCOCC2)c(OCC)cc1NC(=O)COC(=O)c1cc2ccccc2cc1O
  4	-1	-16	46	-6	-46	7	/	-3	0.4
- O=[N+]([O-])c1cccc2c1ccc1ncccc12
  1	-2	17	6	-26	-6	0	1	-10	-1.9
- COc1ccc(CCNC(=O)C2CC(=O)N(c3ccc(C(C)(C)C)cc3)C2)cc1OC (stereo unspecified)
  7	-2	-1	36	17	-36	7	0	9	1.7
- CCC(C)NCC(=O)Nc1sc2c(c1C(N)=O)CCC2 (stereo unspecified)
  -2	5	21	-18	1	18	-1	3	-9	-1.5
- CC(=O)Nc1ccc(S(=O)(=O)NNC(=S)NCC2CCCO2)cc1 (stereo unspecified)
  -2	4	-6	-15	-14	15	4	0	-11	0.3
- CCN1C(=O)[C@H]2[C@H]3CN=C(SCc4ccc(C(=O)OC)cc4)N3[C@@](CC)(C(=O)OC)[C@H]2C1=O
  -3	-2	4	-12	-3	12	-5	-1	5	6.7
- Cc1ccccc1-c1nc2c3ccccc3nc(=S)n2[nH]1
  2	-5	-17	-14	-2	14	7	3	-11	-1.3
- O=C(CCCNC(=O)/C(=C\c1ccccc1F)NC(=O)c1ccccc1)OCc1ccccc1
  -7	-2	0	-18	1	18	7	/	-28	-16
- CC(=O)N/C(=C\c1ccccc1)C(=O)NC(C)C(=O)O (stereo unspecified)
  -2	5	-2	19	0	-19	-3	-1	-12	-0.8
- Nc1nc2nccc(-c3ccc(Cl)cc3)n2n1
  1	-12	9	10	9	-10	-2	0	-20	1.2
- N#Cc1ccsc1NC(=O)CCc1ccccc1
  3	4	?	-5	-17	5	5	9	-3	-1.6
- Cc1c(C(=O)O)[nH]c2c1C(=O)CC(c1ccccc1)C2 (stereo unspecified)
  8	3	3	2	-11	-2	4	/	7	-0.8
- CCOC(=O)C1(Cc2ccccc2)CCN(Cc2cn[nH]c2-c2ccccc2)CC1
  5	-7	-8	-16	4	16	-1	-3	-9	-0.7
- Nc1ccc(Oc2cccc(Oc3ccc(N)cc3)c2)cc1
  -1	-8	-81	5	1	-5	0	-18	-7	1.4
- COc1ccc(-c2nnc(CSc3nnc(-c4ccncc4)n3C3CCCCC3)o2)cc1OC
  6	-5	-2	9	-5	-9	1	-16	-9	-2.6
- O=S1(=O)N(Cc2ccccc2F)CCCN1Cc1c(F)cccc1Cl
  2	-4	9	11	6	-11	-2	-1	0	-0.2
- O=C(c1cc2cc(Cl)ccc2[nH]1)N1CCc2ccccc2C1
  -1	1	2	9	-2	-9	0	2	-10	0.5
- Cc1cc(C)c2ccc3c(C)c(C)nc3c2[nH]1
  7	-13	5	10	-13	-10	4	1	1	-0.9
- CC(=O)NC(CC(C)C)C(=O)NC(Cc1ccccc1)C(=O)CCl (stereo unspecified)
  6	-1	/	-18	-8	18	-5	0	-10	0.2
- Cc1ccc(C(=O)O)cc1[N+](=O)[O-]
  4	0	9	1	-12	-1	7	2	-19	-1.4
- Cn1cc(CCC(=O)NCc2ccc3c(c2)OCO3)c2ccccc21
  0	4	-8	-11	-5	11	-5	-5	-12	-1.1
- Cc1oc(-c2cccc(Cl)c2)nc1CN1CCC(C(=O)NC2CC2)CC1
  -4	-5	-4	1	-22	-1	-4	0	-13	0.5
- CC1CCCCN1C(=O)CCn1c(=O)oc2ccccc21 (stereo unspecified)
  0	3	-11	-2	-4	2	0	0	-12	-1.4
- Brc1csc2ncccc12
  -1	-6	-16	-12	6	12	9	-2	4	-0.2

Next part:
Below each compound: HTR5A ag ctr	dFosB activator	MITF act	SR-BI HDL uptake	Rtt109 HAT inh	SR-BI DiI-HDL act	RTF Ca sens act	Wnt act	PvdQ inh	CDK5 inh
- COc1cccc(NC(=O)CN(c2cccc(OC)c2)S(C)(=O)=O)c1
  /	5	-4	-1	3	1	/	-1	-26	-4.1
- CC1(C)Cc2c(c(N3CCCCC3)[nH]c(=S)c2C#N)CS1
  7	-19	1	-6	2	6	-2	/	-14	-3.1
- Oc1ccc(-c2nccc(-c3cccs3)n2)cc1
  7	-17	/	15	15	-15	1	/	0	1.8
- O=C(CNS(=O)(=O)c1ccccc1)OCC(=O)c1ccc(F)cc1
  13	-1	-9	-12	8	12	-2	-1	5	-1.0
- CN(C)CCOC1c2ccccc2CCc2ccc3ccccc3c21 (stereo unspecified)
  3	-5	/	-436	1	436*	3	1	-9	0.4
- CNCCCc1[nH]nc(N)c1C#N
  -1	6	3	-13	12	13	-4	/	-11	2.0
- Cc1cc(C(=O)NC2CCCc3c2cnn3-c2ccc(C)c(C)c2)nc(C)n1 (stereo unspecified)
  4	-23	-7	10	11	-10	1	0	-9	-2.7
- CC1(C)CC2(CC(C)(C)N1)OC(=O)N1CCc3ccccc3C12C (stereo unspecified)
  -2	-9	-12	-6	6	6	8	1	2	1.8
- Cn1c(=O)c2[nH]c(NN=Cc3cccc(Br)c3)nc2n(C)c1=O
  -1	-14	4	45	5	-45	-8	-2	6	-1.0
- CCOC(=O)c1cccc(Nc2ncnc3ccccc23)c1
  3	-30	/	21	-1	-21	2	3	-15	0.3
- Cc1cccc(NC(=S)NNC(=O)CCn2nc(C)c([N+](=O)[O-])c2C)c1
  -2	-3	13	-2	7	2	-2	-1	13	4.8
- Cc1cc(NC(=O)CN2C(=O)NC(CC(C)C)C2=O)ccc1Br (stereo unspecified)
  -4	-10	36	-8	-2	8	-2	0	-1	1.7
- Cc1ccccc1NC(=O)C1Cc2ccccc2CN1C(=O)c1ccco1 (stereo unspecified)
  5	-9	30	-10	5	10	1	10	0	-0.4
- CCOc1ccccc1-n1c(SCC(=O)N2CCCc3ccccc32)nnc1-c1cccnc1
  3	-2	4	1	-7	-1	2	7	-10	1.3
